TMEM16A inh: TMEM16A chloride channel inhibitors, primary screen, cell-based, HTS; HEK293 TMEM16A/YFP iodide influx fluorescence, ionomycin; Anoctamin-1 (Mus musculus), Q8BHY3; AID 588511, 2011; actives 1.2% (n = 310,000); normalized B-score (activity score, 25-100; higher = stronger inhibition) at 10 µM;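 active = ratio plate-corrected score three or more library SD toward inhibition, starting fluorescence score within five deviations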;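 also: score derived from kinetic fluorescence span divided by baseline fluorescence per well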
ANO1 activ: TMEM16A chloride channel activators or potentiators, primary screen, cell-based, HTS | Anoctamin-1 (Mus musculus), Q8BHY3 | HEK293 TMEM16A/YFP-H148Q/I152L, iodide quench fluorescence; active compounds read low | B-score at 10 µM | actives 0.3% (n = 340,000);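 active = fluorescence-ratio B-score plate-corrected deviation score at least 3 library SD below zero, with starting fluorescence score within 5 deviations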;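 also: channel opened by trigger with iodide after compound preincubation; score built on the fluorescence ratio of max minus min over baseline; more negative score means more quench and so TMEM16A activation or potentiation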
HDAC3 inh: HDAC3 deacetylase inhibitors, primary screen, biochemical, fluorescence, cell-free homogeneous; Histone deacetylase 3 (Homo sapiens), O15379; recombinant HDAC3, fluorogenic peptide/trypsin coupled; inhibition, % at 8.3 µM; actives 0.15% (n = 320,000); AID 2718, 2010; in the data active = inhibition above about 26%, passing the limit was not always enough
RGS4 act: RGS4 potentiators or activators, primary screen, cell-based, HEK293 M3R inducible RGS4, calcium flux. actives 0.92% (n = 310,000). B-score at 10 µM. carbachol calcium flux Fluo4; active compounds read low;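 active = B-score of the integrated calcium signal more than 4 SD below the library mean, with starting fluorescence not abnormally high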;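 also: negative B-score means reduced calcium response which marks RGS4 activation or potentiation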
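test system = M3R-expressing HEK293 line, RGS4 induced by doxycycline | probe or stimulus = carbachol at ECmax as muscarinic agonist stimulus | timing = dye loading 30 min 37 °C, buffer rest 30 min RT | signal = calcium dye Fluo4 fluorescence | evaluation = B score from integrated fluorescence ratio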
MrgX1 agonist: agonists of human MrgX1 receptor, primary screen, HEK293 cells, Fluo-4 calcium flux; actives 0.44% (n = 310,000); Mas-related G-protein coupled receptor member X1 (Homo sapiens), Q96LB2; Fluo-4 calcium fluorescence, agonist mode; active compounds read high; B-score at 10 µM;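 active = calcium response B-score plate-corrected fluorescence ratio at least 3 library SD, with starting fluorescence B-score inside 5 SD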
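Material – MrgX1-expressing HEK293 cells · Input – 15,000 cells seeded per well · Dosing – compound as first of three additions · Times – overnight seeding, then 1 h dark dye loading · Measured by – kinetic Fluo-4 NW fluorescence of intracellular calcium · Read-out – B-scored fluorescence response ratio · Benchmarks – positive and negative control wells on each plate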
MrgX1 antagonist: antagonists of human MrgX1 receptor, primary screen, HEK293 cells, Fluo-4 calcium flux | Mas-related G-protein coupled receptor member X1 (Homo sapiens), Q96LB2 | BAM8-22 antagonism; active compounds read low | B-score at 10 µM | actives 1.3% (n = 310,000) | AID 588676, 2011;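 active = calcium-response B-score plate-corrected more than 3 library SD below zero, starting fluorescence within 5 deviations, no agonist response on first addition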;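 also: peak minus trough fluorescence over baseline after final BAM8-22 challenge near maximal dose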
TRPC6 act: mouse TRPC6 channel activators, primary screen, cell-based, HEK293, membrane potential dye; actives 0.13% (n = 310,000); HEK293-TRPC6 membrane potential dye fluorescence; active compounds read high; B-score at 10 µM; AID 2550, 2010;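 active = B-score of the integrated fluorescence ratio above library mean plus 3 SD, and starting fluorescence ratio within library mean plus 5 SD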;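 also: higher score means more depolarization so channel activation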
Target sequence (Q61143 whole entry, looked up): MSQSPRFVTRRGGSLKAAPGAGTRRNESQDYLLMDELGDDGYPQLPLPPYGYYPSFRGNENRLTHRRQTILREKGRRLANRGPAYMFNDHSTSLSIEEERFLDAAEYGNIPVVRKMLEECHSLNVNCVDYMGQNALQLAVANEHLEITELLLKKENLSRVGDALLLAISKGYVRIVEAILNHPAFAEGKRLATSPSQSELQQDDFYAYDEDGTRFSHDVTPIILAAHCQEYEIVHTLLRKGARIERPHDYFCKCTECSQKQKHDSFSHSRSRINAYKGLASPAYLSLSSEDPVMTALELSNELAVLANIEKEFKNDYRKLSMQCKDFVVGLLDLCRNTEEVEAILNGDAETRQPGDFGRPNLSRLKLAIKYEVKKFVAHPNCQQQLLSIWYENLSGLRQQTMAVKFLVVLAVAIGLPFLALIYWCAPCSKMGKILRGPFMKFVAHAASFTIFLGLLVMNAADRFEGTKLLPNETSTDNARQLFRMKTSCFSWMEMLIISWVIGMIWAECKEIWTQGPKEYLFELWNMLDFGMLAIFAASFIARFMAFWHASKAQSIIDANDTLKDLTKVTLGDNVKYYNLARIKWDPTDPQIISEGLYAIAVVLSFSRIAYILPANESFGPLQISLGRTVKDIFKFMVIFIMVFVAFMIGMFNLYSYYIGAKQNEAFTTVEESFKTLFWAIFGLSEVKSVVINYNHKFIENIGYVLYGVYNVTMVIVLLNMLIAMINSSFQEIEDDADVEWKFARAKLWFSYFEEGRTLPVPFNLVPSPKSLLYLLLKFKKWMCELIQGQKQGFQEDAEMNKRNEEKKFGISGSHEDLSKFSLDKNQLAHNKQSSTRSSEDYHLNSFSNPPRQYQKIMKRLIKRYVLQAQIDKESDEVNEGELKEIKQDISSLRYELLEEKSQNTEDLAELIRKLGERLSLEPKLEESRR
RGS4 inh: RGS4 inhibitors, primary screen, cell-based, HEK293 M3R inducible RGS4, calcium flux; Regulator of G-protein signaling 4 (Homo sapiens), P49798; Fluo-4 calcium flux; active compounds read high; triggered by carbachol at its EC20; B-score at 10 µM; actives 0.45% (n = 310,000); AID 463165, 2010;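 active = B-score, a plate-corrected calcium signal, over three deviations above library mean, with baseline fluorescence within five deviations of library mean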;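 also: RGS4 expression induced by doxycycline in cells with stable M3 receptor; B-score is computed from the integrated fluorescence ratio over baseline after carbachol; higher B-score means a larger calcium signal and so more RGS4 inhibition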
MrgX1 PAM: positive allosteric modulators of MrgX1, primary screen, HEK293 cells, Fluo-4 calcium flux; Mas-related G-protein coupled receptor member X1 (Homo sapiens), Q96LB2; FDSS; active compounds read high; B-score at 10 µM; actives 0.63% (n = 310,000); AID 588675, 2011;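 active = plate-corrected calcium response at least 3 library SD above typical, normal starting fluorescence, not activating the receptor alone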;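 also: compound read alongside a low EC10 to EC30 dose of BAM8-22 agonist; peak minus trough fluorescence over baseline measured at the second addition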
TRPC6 inhibitor: mouse TRPC6 channel inhibitors, primary screen, cell-based, HEK293, membrane potential dye; actives 1.1% (n = 310,000); B-score at 10 µM; ACh-evoked depolarization; active compounds read low; Short transient receptor potential channel 6 (Mus musculus), Q61143;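 active = B-score under library mean minus 3 SD, initial fluorescence not abnormally high, positive integrated signal ratio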;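 also: B-score derived from integrated fluorescence ratio over the kinetic read; more negative B-score means stronger inhibition of depolarization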
SKKanGAS inh: S. pyogenes SKKanGAS growth inhibitors in kanamycin, primary screen, streptokinase expression inhibitor project, SKKanGAS strain, BacTiter-Glo luminescence | 6 h | inhibition, % at 7.5 µM | actives 1.3% (n = 300,000);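 active = mean replicate score, as percent of positive control median, at least 50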;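 also: strain carries kanamycin resistance gene driven by streptokinase promoter and grows in 40 µg/ml kanamycin; loss of luminescence reflects streptokinase promoter inhibition or plain growth inhibition; 0% = median of DMSO wells and 100% = positive control at its reference dose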
* = called active by the depositor; i = inactive; . = not tested or not shown.

molecule | TMEM16A inh | ANO1 activ | HDAC3 inh | RGS4 act | MrgX1 agonist | MrgX1 antagonist | TRPC6 act | RGS4 inh | MrgX1 PAM | TRPC6 inhibitor | SKKanGAS inh
COc1cccc(NC(=O)CNS(=O)(=O)c2ccc(Cl)cc2)c1 | i | i | 3 | i | i | i | i | i | i | i | 2
Cc1cc(C(=O)NC2CCCc3ccccc32)no1 (stereo not drawn) | i | i | 1 | i | i | i | i | i | i | i | -2
Cc1nnc(SCC(=O)Nc2ccc3[nH]c(=O)[nH]c3c2)s1 | i | i | 0 | i | i | i | i | i | i | i | 0
CCCn1c(=O)[nH]c(=O)c2c1nc(-c1cccs1)n2CCOC | i | i | -25 | i | i | i | i | i | i | i | -3
Cc1occc1C(=O)N1CCN(c2ncccn2)CC1 | i | -50* | 13 | i | i | i | i | i | i | i | 4
COc1ccc(C)cc1NC(=O)CSc1nnc(-c2ccco2)n1Cc1ccco1 | i | i | 2 | i | i | i | i | i | i | i | -5
O=C(N/N=C/c1ccccc1)c1cc[n+]([O-])cc1 | i | i | 0 | i | i | i | i | i | i | i | 2
N#C/C(=C/c1ccc(F)cc1)C(N)=S | i | i | -1 | i | 28* | i | i | i | i | i | -4
CC(=O)N1CCc2cc(S(=O)(=O)C(C)CC(=O)NCc3ccc(C)o3)ccc21 (stereo not drawn) | i | i | 8 | i | i | i | i | i | i | i | 22
COc1ccc(C(=O)c2c(C)oc3ccc(O)c(CN4CCOCC4)c23)cc1 | i | i | -7 | i | i | i | i | i | i | i | -4
O=C(O)c1ccc(N=NN2CCOCC2)cc1 | i | i | 7 | i | i | i | i | i | i | i | 2
Cn1c2ccccc2c(=O)c2c(=O)n(C3CCCCC3)c(-c3ccco3)nc21 | i | i | 4 | i | 91* | i | i | i | i | i | 44
Cc1[nH]c(=O)[nH]c(=O)c1S(=O)(=O)Nc1cccc(C(F)(F)F)c1 | i | i | 15 | i | i | i | i | i | i | i | 2
O=C(Nc1cnccn1)c1cccc(C(F)(F)F)c1 | i | i | 3 | i | i | i | i | i | i | i | -3
Cc1nc(NC(=O)c2ccccc2)sc1-c1csc(N)n1 | i | i | 4 | i | i | i | i | i | i | i | 0
CSC1=NCCN1C(=O)COc1ccc2ccccc2c1 | i | i | 0 | -9.5* | i | i | i | i | i | i | -3
CCNc1cc(N2CCN(S(=O)(=O)c3ccc4c(c3)CCCC4)CC2)ccc1[N+](=O)[O-] | i | i | 1 | i | i | -7.5* | i | i | i | i | -15
CN1CCc2cccc3c2[C@@H]1Cc1ccc(O)c(O)c1-3 | i | i | . | . | i | i | . | . | i | . | .
CC1(C)C2CCC1(C)C(OC(=O)CC(=O)O)C2 (stereo not drawn) | i | . | 4 | i | i | i | i | i | i | i | -6
C=CCc1ccccc1OCC(O)CN1CCN(CCO)CC1 (stereo not drawn) | i | . | -3 | i | i | i | i | i | i | i | -4
COc1cc(OC)cc(C(=O)Nn2c(C)nc3ccccc3c2=O)c1 | i | i | -3 | i | i | i | i | i | i | i | -4
CCN(Cc1cc2ccccc2[nH]c1=O)C(=O)c1cccnc1 | i | i | -1 | i | i | i | i | i | i | i | 1
CC(Oc1ccccc1)C(=O)N1CCC2(CC1)Oc1ccc(Cl)cc1C(=O)C21CC(c2ccccc2)=NO1 (stereo not drawn) | i | . | 10 | i | i | i | i | i | i | i | 27
CC(NC(=O)c1ccc(Br)s1)c1ccncc1 (stereo not drawn) | i | i | -2 | i | i | i | i | i | i | i | 1
CN(C(=O)COC(=O)c1cccc(S(=O)(=O)N2CCCCCC2)c1)C1CCS(=O)(=O)C1 (stereo not drawn) | i | i | -7 | i | i | i | i | i | i | i | 0
CC(C)CNC(=O)c1ccccc1N(Cc1ccccc1)S(C)(=O)=O | i | i | 1 | i | i | i | i | i | i | i | 2
CN(/N=C/c1cc(Cl)cc(Cl)c1O)C(=S)NC(C)(C)C | 100* | i | -18 | i | i | i | i | i | i | i | 28
CC12CCC(C(=O)Nc3nccs3)(OC1=O)C2(C)C (stereo not drawn) | i | i | -6 | i | i | i | i | i | i | i | 1
CCCCc1nnc(NC(=O)CSc2nc(O)c(-c3ccccc3)c(=O)[nH]2)s1 | i | i | -4 | i | i | i | i | i | i | i | 9
CC[N+]1(CC)CC2CCC(C)(C1)C2(C)C (stereo not drawn) | i | i | 2 | i | i | i | i | i | i | i | -24
Cc1cc(C)cc(C(=O)N(CCc2ccccc2)C2=CC3CCC(C2)N3C)c1 (stereo not drawn) | i | i | -3 | i | i | i | i | i | i | i | -16
CSC1=N/C(=C\c2cccc(F)c2)C(=O)S1 | i | i | -11 | i | i | i | i | i | i | i | 2
Cc1ccc(-n2nc3c(N4CCC(C(=O)NCCc5cccs5)CC4)nnc(C)c3c2C)cc1 | i | i | 4 | i | i | i | i | i | i | i | 2
Cc1cc(=O)oc2c(C)c(OC(C)C(=O)NCc3ccccn3)ccc12 (stereo not drawn) | i | i | 2 | i | i | i | i | i | i | i | -3
S=C1COC(c2ccccc2)N1c1ccccc1 (stereo not drawn) | i | i | 0 | i | i | i | i | i | i | i | 3
COc1ccc(C(NC(=O)c2ccccc2F)NC(=O)c2ccccc2F)cc1 | i | i | -3 | i | i | i | i | i | i | i | -4
CCOC(=O)Cc1csc(SCC(=O)N(CC(C)C)c2c(N)n(Cc3ccccc3)c(=O)[nH]c2=O)n1 | i | i | -2 | i | i | i | i | i | i | i | -7
O=C(Nc1cccc(Cl)c1)N(CCN1CCOCC1)Cc1ccccc1F | i | i | -1 | i | i | i | i | i | i | i | 5
Cc1ccc(-c2nnn(CC(=O)N(CCO)C(C(=O)NC3CCCC3)c3ccc(F)cc3)n2)o1 (stereo not drawn) | i | i | 0 | i | i | i | i | i | i | i | 0
COc1ccc(-c2cnn(C3CCS(=O)(=O)C3)c2N)cc1 (stereo not drawn) | i | i | -6 | i | i | i | i | i | i | i | -3
COc1ccc(-c2c(C(=O)O)c(C(=O)O)c3n2CCC3)cc1 | i | i | -5 | i | i | i | i | i | i | i | 9
Cc1cc(C)n2nc(SCc3nnc(SCc4ccccc4C)s3)nc2n1 | i | i | -1 | i | i | i | i | i | i | i | 1
CCO[C@@H]1OC(C(=O)NCc2nc3ccccc3[nH]2)=C[C@H](C(C)(C)C)[C@H]1CCCO | i | i | 5 | i | i | i | i | i | i | i | 1
CCOC(=O)c1oc2ccccc2c1CSc1nnnn1-c1ccc(OC)cc1 | i | i | 6 | i | i | -7.1* | i | i | i | i | -7
COc1ccc(C(=O)NNC2CC(=O)N(Cc3ccc(Cl)cc3)C2=O)cc1OC (stereo not drawn) | i | i | 6 | i | i | i | i | i | i | i | -2
O=C(CSc1nc2ccccc2c(=O)n1Cc1ccco1)Nc1cccc(O)c1 | i | i | 3 | i | i | i | i | i | i | i | 6
C=C1CC2C=C(NC(C)=O)CC(C1)C2 (stereo not drawn) | i | i | 3 | i | i | i | i | i | i | i | -1
Cc1ccc(OCCCC(=O)NCc2ccco2)cc1 | i | i | 5 | i | i | i | i | i | i | i | -20
CCOC(=O)C1CCN(C=Nc2cc(C)on2)CC1 | i | i | -8 | i | i | i | i | i | i | i | -2
O=S(=O)(NCC(Nc1ccccc1)c1ccccc1)c1ccc(Cl)cc1 (stereo not drawn) | i | i | 13 | i | i | i | i | i | i | i | 36

Continued.
molecule | TMEM16A inh | ANO1 activ | HDAC3 inh | RGS4 act | MrgX1 agonist | MrgX1 antagonist | TRPC6 act | RGS4 inh | MrgX1 PAM | TRPC6 inhibitor | SKKanGAS inh
Cc1ccccc1C(=O)Nc1ccccc1C(=O)NCC(C)C | i | i | 16 | i | i | i | i | i | i | i | 2
O=C(COc1ccc(S(=O)(=O)N2CCCC2)cc1)NCc1ccco1 | i | . | 4 | i | i | i | i | i | i | i | -4
Cc1ccc(-c2cc(C(=O)N(C)CC(=O)Nc3ccccc3Br)c3ccccc3n2)o1 | i | i | -12 | i | i | i | i | i | i | i | 20
CN(C1CCCCC1)S(=O)(=O)c1ccc(C(=O)N2CCN(c3nc4ccccc4s3)CC2)cc1 | i | i | -4 | i | i | i | i | i | i | i | 29
CCC(C)C(=O)N1CCCC(c2nc(-c3cccs3)no2)C1 (stereo not drawn) | i | i | 5 | i | i | i | i | i | i | i | 4
C=CCNC(=S)NNC(=O)c1ccc([N+](=O)[O-])cc1 | i | i | 4 | i | i | -7.9* | i | i | i | i | -4
c1ccc2c(c1)ncn2-c1ccc(-c2ccnc3ncnn23)cc1 | i | i | . | i | i | i | i | i | i | i | -1
CCC(Oc1nc2ccccc2nc1-c1ccccc1NC(C)=O)C(=O)c1ccccc1 (stereo not drawn) | i | i | -3 | i | i | i | i | i | i | i | -5
O=C(O)/C(=C\c1ccc(-c2ccccc2[N+](=O)[O-])o1)c1ccccc1 | i | i | 9 | i | i | i | i | i | i | i | 22
COc1ccc(NC(=O)CCNS(=O)(=O)c2cccc3nsnc23)cc1OC | i | i | 1 | i | i | i | i | i | i | i | -1
Cc1ccc(Cl)cc1NC(=O)NCCN1CCCCC1 | i | i | 3 | i | i | i | i | i | i | i | 11
Cc1cc(N2C(=O)C(O)=C(C(=O)c3cc4ccccc4o3)C2c2ccc(Br)cc2)no1 (stereo not drawn) | i | i | 3 | i | i | i | i | i | i | i | 87*

Screening results as filed in PubChem BioAssay.
